Screens as filed in PubChem BioAssay.
PAX8 reporter: inhibitors of PAX8 transcriptional activity in RMG-I cells; RMG-I TPO-luciferase reporter, SteadyGlo, 24 h; inhibition, % at 12.6 µM; AID 652154; hit rate 1.2% among 360,000;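 active = mean replicate inhibition at least 60% with every replicate also reaching 60%; inconclusive = only one of the two criteria is met; inactive = mean below 60% and not all replicates reaching 60%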;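 note: luciferase light reporting Pax8 driven TPO promoter activity; plate controls were median of neutral control wells for no effect and mitoxantrone controls for full effect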
SIRT5 block: blocks human SIRT5 desuccinylation of peptide | Purified SirT5, succinyl-peptide AMC, trypsin-coupled fluorescence | hit rate 1.1% among 330,000 | AID 652115 | inhibition, % at 15 µM | Q9NXA8; in the data active = inhibition above about 15%; inconclusive = no clear call, values can overlap the other calls
Target sequence (Q9NXA8 whole entry, looked up): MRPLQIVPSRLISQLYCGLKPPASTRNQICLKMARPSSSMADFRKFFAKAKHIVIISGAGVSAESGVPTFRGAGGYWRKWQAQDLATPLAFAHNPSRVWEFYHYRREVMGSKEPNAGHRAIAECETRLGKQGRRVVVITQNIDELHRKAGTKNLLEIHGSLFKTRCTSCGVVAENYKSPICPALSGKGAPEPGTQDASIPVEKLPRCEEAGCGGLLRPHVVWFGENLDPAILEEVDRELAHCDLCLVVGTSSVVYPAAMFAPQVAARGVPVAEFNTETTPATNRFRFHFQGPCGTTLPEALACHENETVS
Casp6 inh: blocks human caspase-6 cleavage activity | purified caspase-6, Z-VEID-R110 cleavage fluorescence | inhibition, % at 12.5 µM | P55212 | hit rate 0.53% among 350,000;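 active = mean inhibition across replicates at least about 35%, with every replicate also reaching that limit, limit read from the data; inconclusive = only one of the two criteria met; inactive = neither criterion met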;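 note: 0% = median of neutral control wells and 100% = no fluorescence left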
Target sequence (P55212 24-179 limits assumed): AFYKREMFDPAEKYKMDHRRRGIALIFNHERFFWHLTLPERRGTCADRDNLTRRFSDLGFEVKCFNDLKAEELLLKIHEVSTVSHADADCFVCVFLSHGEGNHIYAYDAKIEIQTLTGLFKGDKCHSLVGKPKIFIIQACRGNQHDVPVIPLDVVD
Target sequence (P55212 194-293 limits assumed): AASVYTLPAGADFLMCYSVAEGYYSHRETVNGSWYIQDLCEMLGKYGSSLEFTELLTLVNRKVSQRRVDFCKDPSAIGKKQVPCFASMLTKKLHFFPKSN
EWS-Fli block: inhibitors of EWS/Fli oncoprotein transcriptional activity; A673 NR0B1-luciferase reporter, viability-normalised; inhibition, % at 12.6 µM; hit rate 0.67% among 350,000;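 active = mean inhibition of at least 50% after viability correction, with every replicate also passing that limit; inconclusive = mean reaches 50% but only one of two replicates passes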;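 note: firefly luciferase signal divided by Alamar Blue viability fluorescence both relative to DMSO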
ARNT TACC3 PPI: disruptors of human ARNT/TACC3 interaction; Q9Y6A5; AlphaScreen His-ARNT PAS-B/GST-TACC3 binding, luminescence; TACC3 fragment carries E629A point mutation; inhibition, % at 9.99 µM; hit rate 0.66% among 390,000; AID 623870;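 active = mean inhibition of replicates at least 50% and at least half of replicates each reaching 50%; inconclusive = half or more replicates reach 50% but mean below 50%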;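 note: 0% = complete ARNT plus TACC3 wells and 100% = ARNT alone without TACC3; many hits fall short of the cut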
DENV2 CPE rescue: protects cells from dengue virus 2 cytopathic effect; DENV2-infected cells, cytopathic effect rescue, plate reader; CPE inhibition, % at 9.99 µM; hit rate 1.7% among 350,000; AID 651640; in the data active = CPE inhibition above about 20%, passing the limit was not always enough; inconclusive = no clear call, values can overlap the other calls; tested in BHK-21 cells;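 note: 0% = median of neutral control wells and 100% = median of positive control wells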
LGR2 antag: blocks bursicon-induced cAMP signaling via Drosophila LGR2; HEK293 LGR2, CRE-luciferase, bursicon-stimulated, 4 h; inhibition, % at 9.99 µM; hit rate 0.35% among 380,000;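 active = drop in luminescence signal, shown as inhibition above about 50% in the replicate tests, limit read from the data, passing the limit was not always enough; inconclusive = probably only some replicates passing the limit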;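 note: agonist challenge used bursicon conditioned medium at about half maximal strength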
* = called active by the depositor; ? = inconclusive; . = no result given; & = joins results of further samples.

molecule	LGR2 antag	DENV2 CPE rescue	EWS-Fli block	ARNT TACC3 PPI	Casp6 inh	SIRT5 block	PAX8 reporter
CO[C@H]1CN(C)C(=O)c2cc(NC(=O)Nc3ccc4c(c3)OCO4)ccc2OC[C@H](C)NC[C@@H]1C	-28	-3	-116	7	-3	.	-52
CO[C@@H]1CN(C)C(=O)c2cc(NC(=O)Nc3ccccc3F)ccc2OC[C@H](C)N(CC2CC2)C[C@H]1C	-7	-1	7	4	1	1	12
Cc1ccccc1OCC(O)Cn1c2ccccc2c2ccccc21 (stereo not given)	7	.	-2	7	0	1	.
Cc1ccccc1S(=O)(=O)N(C)C[C@@H]1OCc2cnnn2CCCC(=O)N([C@@H](C)CO)C[C@H]1C	6&12	-3&-8	-2&5&2	2	-2&-1	-4&-2	-2&-16&-9
Nc1nonc1C(=O)N/N=C/c1cccc([N+](=O)[O-])c1	-29	15	-7	-18	0	-3	30
CC1CC(C)CN(C(=O)CSc2nnc(-c3ccco3)o2)C1 (stereo not given)	3	-2	-15	-8	6	-2	-11
O=C(CSc1ccccn1)Nc1ccc(F)c([N+](=O)[O-])c1	-2	7	6	2	-3	0	7
Cc1cccc(NC(=O)c2nc[nH]c2C(=O)NCCCCNC(=O)c2[nH]cnc2C(=O)Nc2cccc(C)c2)c1	-12	0	22	-7	3	.	4
CSc1ncc(Cl)c(C(=O)Nc2ccc(S(=O)(=O)Nc3nccc(C)n3)cc2)n1	-7	17	.	-1	1	3	-7
FC(F)(F)c1ccccc1NC(=S)Nc1cccc2cnccc12	1	1	-9	10	37*	2	33
C[C@@H]1CN([C@@H](C)CO)C(=O)c2cccc(NC(=O)Nc3ccc(C(F)(F)F)cc3)c2O[C@@H]1CN(C)C(=O)Nc1ccc2c(c1)OCO2	-12	2	-1	1	.	.	-12
CCCc1cn(CC[C@H]2CC[C@@H](NC(=O)C3CCOCC3)[C@@H](CO)O2)nn1	3	12	3	-5	-19	-2	-2
O=C(NCC(=O)N1CCCCCCC1)c1ccc(Cl)cc1	-38	3	-34	.	-1	2	-51
CCNC(=S)NCCN1CCOCC1	34	.	.	0	.	.	17
O=C(c1ccccc1)c1ccc(Sc2ccc([N+](=O)[O-])cc2)cc1	-3	-3	-1	3	-3	0	-20
CN(C)CCn1cnc2c1c(=O)n(C)c(=O)n2C	4	-4	.	-24	-2	2	2
CCOC(=O)CNc1nc(Cl)nc(Nc2ccc(OC)cc2OC)n1	-2	-2	11	-5	0	-4	-15
O=S(=O)(Cc1ccccc1)Nc1ccc(F)cc1	-3	-3	10	-5	-2	-8	-18
O=C(O)c1ccc2c(c1Sc1ccccc1)C(=O)c1ccccc1C2=O	-1	-1	6	.	9	3	20
COc1ccc(OC)c(C2C(C(N)=O)=C(C)Nc3nc(CCCO)nn32)c1 (stereo not given)	0	-7	-8	-12	1	1	-14
Cc1csc(NC(=O)C(C)Oc2ccc(Cl)cc2C)n1 (stereo not given)	-8	0	-35	2	-3	-1	-21
O=C(NCC(=O)N(c1ccccc1F)C(C(=O)NC1CCCC1)c1ccco1)c1ccco1 (stereo not given)	8	7	0	.	0	0	-12
O=C(O)c1ccc(NS(=O)(=O)c2cc(Cl)sc2Cl)cc1	-14	-4	3	-6	5	0	-4
Cc1noc(C)c1S(=O)(=O)N(C)C[C@@H]1Oc2ccc(NS(=O)(=O)c3ccccc3)cc2CC(=O)N([C@@H](C)CO)C[C@@H]1C	-4	10	-12	-1	1	-4	-29
CCCCCC(=O)Nc1nc(C)c(-c2csc(Nc3cc(Cl)ccc3C)n2)s1	-6	-17	3	2	1	-2	20
COc1ccc(Oc2ccc(N/C=C/C(=O)C(C)(C)C)cc2)cc1	-14	12	18	4	0	-3	-17
C[C@H](CO)N1C[C@H](C)[C@@H](CN(C)CC2CCCCC2)Oc2ccc(NC(=O)C3CCCCC3)cc2CC1=O	-3	9	11	0	2	3	.
C[C@H](NC(=O)C[C@H]1C[C@@H]2c3cc(NS(C)(=O)=O)ccc3O[C@@H]2[C@@H](CO)O1)c1ccccc1	1	-1	-4	-7	-1	-1	4
C[C@@H]1CN([C@H](C)CO)C(=O)c2ccccc2-c2ccccc2CO[C@@H]1CN(C)S(=O)(=O)c1ccccc1C#N	35	-7	7	-4	-2	0	-25
O=C(Cc1ccsc1)NNC(=O)c1cccc(Cl)c1	4	0	-6	-5	0	-5	-14
c1cc(-c2ccc(C3[C@H]4CNC[C@@H]3N4Cc3nccs3)cc2)ccn1 (stereo not given in full)	4&-13	1&8	-2&2	.	0&0	4&6	.
CCCC(=O)Nc1ccc2c(c1)C(=O)N(C)C[C@@H](OC)[C@H](C)CN(Cc1ccc(-c3ccccn3)cc1)[C@H](C)CO2	8	6	3	9	-2	.	76*
COC(=O)C1CCN(C(=O)Cn2nnc(-c3ccccc3)n2)CC1	-10	-1	-2	-4	3	-7	10
O=C(CNC(=O)N1CC(=O)Nc2ccccc21)NCCc1cccc(F)c1	-5	6	.	0	0	-2	-3
CCN(Cc1ccccc1)C(=O)CSc1nncn1C	.	0	-6	-2	-4	1	-22
NNS(=O)(=O)c1ccc(N2CCCC2=O)c([N+](=O)[O-])c1	2	-2	7	.	5	3	-9
Cc1[nH]c2ccccc2c1SCC(=O)N1CCCc2ccccc21	11	6	-9	2	-2	0	27
CCCCn1c(N)c(N(CC(C)C)C(=O)c2cc(=O)[nH]c3ccccc23)c(=O)[nH]c1=O	6	-7	-8	.	-2	-3	1
Cc1cc(C)c2c(N)c(C(=O)c3ccc(Cl)cc3)sc2n1	-18	7	-23	-4	1	-2	-29
C[C@H](O)[C@@H]1C(=O)N2CCc3c([nH]c4cccc(-c5ccccc5)c34)[C@@H]2C[C@@H]1N(C)C(=O)NC1CCCCC1	12	17	43	.	-1	-6	?
CC(=O)N(CN1C(=O)C2C3C=CC(C3)C2C1=O)c1cccc(Cl)c1 (stereo not given)	4	.	-3	-3	0	.	15
O=C(CSc1ccc(Cl)cc1)Nc1ccc(C2SCCS2)cc1	-7	3	3	-2	0	1	-3
O=C(Nc1ccccc1N1CCCCC1)C1CC(=O)N(c2ccccc2F)C1 (stereo not given)	6	5	3	12	1	0	11
O=C(O)c1ccc2c(c1)S(=O)(=O)c1cc(Cl)ccc1C2=O	-8	-11	-16	-1	2	.	-18
COc1ccccc1NS(=O)(=O)c1cc(C(=O)Nc2ccc(S(=O)(=O)Nc3onc(C)c3C)cc2)ccc1C	-11	-2	-6	4	9	2	-4
COc1ccc(NC(=O)CSCC(=O)NC2(C)CCS(=O)(=O)C2)cc1 (stereo not given)	5	5	.	0	0	0	5
Cc1noc(C)c1S(=O)(=O)Nc1ccc2c(c1)CC(=O)N([C@@H](C)CO)C[C@H](C)[C@H](CN(C)S(=O)(=O)c1ccccc1)O2	-1	-3	-4	-7	1	-2	16
CC1CCC(NC(=O)CSc2nnnn2C)CC1 (stereo not given)	7	5	-16	1	2	1	-36
COc1cc(/C=N/NC(=O)c2c(C)nc3ccc(Cl)cn23)cc(OC)c1OC	8	-2	11	-2	-2	1	21
C[C@@H]1CN([C@H](C)CO)C(=O)Cc2cc(NC(=O)CCC(F)(F)F)ccc2O[C@@H]1CN(C)S(C)(=O)=O	8	.	-8	.	.	.	-33

More entries.
molecule	LGR2 antag	DENV2 CPE rescue	EWS-Fli block	ARNT TACC3 PPI	Casp6 inh	SIRT5 block	PAX8 reporter
CN1CCN(C(=O)c2ccccc2NS(=O)(=O)c2ccc(F)cc2)CC1	-11	-12	-6	-3	-4	-3	-1
C[C@@H]1CCCCO[C@H](CN(C)Cc2ccc(C(F)(F)F)cc2)[C@@H](C)CN([C@@H](C)CO)C(=O)c2cc(NC(=O)Nc3ccc(C(F)(F)F)cc3)ccc2O1	4	.	-13	-19	.	.	3
COc1ccc(C(=O)N2CCN(c3nc(C4CC4)nc4sc(C)c(C)c34)CC2)cc1	4	0	34	-3	.	4	5
N#C[C@H]1[C@H](c2ccc(C#Cc3cccc(F)c3)cc2)[C@@H](CO)N1C(=O)C1CCCC1	15	20	45	1	0	9	32
CCS(=O)(=O)c1nc2ccccc2n1Cc1ccccn1	-7	-4	-8	4	-2	3	14
COc1ccc(C2NC(=O)NC(C)=C2[N+](=O)[O-])cc1OC (stereo not given)	10	-6	1	-4	2	1	-3
O=C(NCCO)c1cc(-c2cc(C(=O)NCCO)c3ccccc3n2)nc2ccccc12	4	13	-8	30	-4	-5	6
O=C(NCc1cc(C(F)(F)F)cc(C(F)(F)F)c1)C1CC(c2c(Cl)cccc2Cl)=NO1 (stereo not given)	19	-9	9	.	-1	11	16
O=C(Cc1cccc(C(F)(F)F)c1)N1CCCC1	2	6	2	0	2	-3	-2
COc1cc(C2C(C(C)=O)=C(O)C(=O)N2Cc2ccccc2)ccc1O (stereo not given)	2	16	7	-5	4	1	-1
CC(C)c1nc(Cl)c(C#N)c2c1CSC(C)(C)C2	-7	-1	-10	2	-1	12	-19
CN1CCN(c2nc3c(c(=O)n(C)c(=O)n3C)n2CCSc2nnnn2-c2ccccc2)CC1	-20	4	3	-16	-5	-2	11
O=C(CN1C(=O)NC2(CCCC2)C1=O)NNC(=O)c1ccc(Cl)cc1	-4	-7	-4	.	-1	0	3
CN(C)c1ccc(NC(=O)COC(=O)c2cc(Cl)ccc2[N+](=O)[O-])cc1	2	3	-4	.	0	-3	17
CCCOc1ccc(C(CC(=O)O)NC(=O)C(c2ccccc2)c2ccccc2)cc1 (stereo not given)	-5	-9	2	-5	2	-4	6
CCCC(=O)N1CCC1(C)C(=O)Nc1ccc2nc(C)ccc2c1 (stereo not given)	.	-15	-1	.	-3	3	-40

Rewritten with values under each structure: part of the list above
Below each compound: LGR2 antag | DENV2 CPE rescue | EWS-Fli block | ARNT TACC3 PPI | Casp6 inh | SIRT5 block | PAX8 reporter
O=C(NCCO)c1cc(-c2cc(C(=O)NCCO)c3ccccc3n2)nc2ccccc12
  4 | 13 | -8 | 30 | -4 | -5 | 6
O=C(NCc1cc(C(F)(F)F)cc(C(F)(F)F)c1)C1CC(c2c(Cl)cccc2Cl)=NO1 (stereo not given)
  19 | -9 | 9 | . | -1 | 11 | 16
O=C(Cc1cccc(C(F)(F)F)c1)N1CCCC1
  2 | 6 | 2 | 0 | 2 | -3 | -2
COc1cc(C2C(C(C)=O)=C(O)C(=O)N2Cc2ccccc2)ccc1O (stereo not given)
  2 | 16 | 7 | -5 | 4 | 1 | -1
CC(C)c1nc(Cl)c(C#N)c2c1CSC(C)(C)C2
  -7 | -1 | -10 | 2 | -1 | 12 | -19
CN1CCN(c2nc3c(c(=O)n(C)c(=O)n3C)n2CCSc2nnnn2-c2ccccc2)CC1
  -20 | 4 | 3 | -16 | -5 | -2 | 11
O=C(CN1C(=O)NC2(CCCC2)C1=O)NNC(=O)c1ccc(Cl)cc1
  -4 | -7 | -4 | . | -1 | 0 | 3
CN(C)c1ccc(NC(=O)COC(=O)c2cc(Cl)ccc2[N+](=O)[O-])cc1
  2 | 3 | -4 | . | 0 | -3 | 17
CCCOc1ccc(C(CC(=O)O)NC(=O)C(c2ccccc2)c2ccccc2)cc1 (stereo not given)
  -5 | -9 | 2 | -5 | 2 | -4 | 6
CCCC(=O)N1CCC1(C)C(=O)Nc1ccc2nc(C)ccc2c1 (stereo not given)
  . | -15 | -1 | . | -3 | 3 | -40

Rows were taken by chance; about 4.9% have a hit in one of these screens.
